# CYP2C19 inh: blocks human cytochrome P450 2C19 | P33261 | CYP2C19 Supersomes, luciferin-H EGE luminescence, 30 min | inhibition, % at 5 µM | 21% of 96,000 active | AID 778;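 active = CYP2C19 inhibition above a set limit at 5 µM in the primary screen, cut at about 50% in these data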;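 also: plate controls were negative control wells for no effect and 2.5 mM tranylcypromine positive control for full effect; values of inactives mirror those of a sister screen read the other way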
# Target sequence (P33261 whole entry, looked up): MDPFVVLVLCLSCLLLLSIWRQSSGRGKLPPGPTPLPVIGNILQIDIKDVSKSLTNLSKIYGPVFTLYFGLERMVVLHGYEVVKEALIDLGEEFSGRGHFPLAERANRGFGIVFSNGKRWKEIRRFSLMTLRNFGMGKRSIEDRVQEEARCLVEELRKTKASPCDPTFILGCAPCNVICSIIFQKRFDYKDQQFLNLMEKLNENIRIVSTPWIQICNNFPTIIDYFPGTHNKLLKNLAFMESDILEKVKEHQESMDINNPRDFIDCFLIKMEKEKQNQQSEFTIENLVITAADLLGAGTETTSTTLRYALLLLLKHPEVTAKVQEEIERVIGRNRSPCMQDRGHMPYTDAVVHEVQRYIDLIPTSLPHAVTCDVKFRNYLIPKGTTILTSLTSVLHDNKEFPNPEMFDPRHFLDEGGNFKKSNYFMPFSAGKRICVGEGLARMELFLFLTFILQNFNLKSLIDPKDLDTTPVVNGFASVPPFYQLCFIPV
# ERa SRC1 inh: ER-alpha (human) coactivator binding inhibition | inhibition, % at 25.6 µM | P03372 | 1.7% of 86,000 active | TR-FRET ER-alpha LBD / SRC-1 peptide, estradiol-bound; in the data active = inhibition above about 50%;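 also: 0% = receptor plus peptide control and 100% = peptide only without receptor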
# Target sequence (P03372 whole entry, looked up, the tested form may be a part): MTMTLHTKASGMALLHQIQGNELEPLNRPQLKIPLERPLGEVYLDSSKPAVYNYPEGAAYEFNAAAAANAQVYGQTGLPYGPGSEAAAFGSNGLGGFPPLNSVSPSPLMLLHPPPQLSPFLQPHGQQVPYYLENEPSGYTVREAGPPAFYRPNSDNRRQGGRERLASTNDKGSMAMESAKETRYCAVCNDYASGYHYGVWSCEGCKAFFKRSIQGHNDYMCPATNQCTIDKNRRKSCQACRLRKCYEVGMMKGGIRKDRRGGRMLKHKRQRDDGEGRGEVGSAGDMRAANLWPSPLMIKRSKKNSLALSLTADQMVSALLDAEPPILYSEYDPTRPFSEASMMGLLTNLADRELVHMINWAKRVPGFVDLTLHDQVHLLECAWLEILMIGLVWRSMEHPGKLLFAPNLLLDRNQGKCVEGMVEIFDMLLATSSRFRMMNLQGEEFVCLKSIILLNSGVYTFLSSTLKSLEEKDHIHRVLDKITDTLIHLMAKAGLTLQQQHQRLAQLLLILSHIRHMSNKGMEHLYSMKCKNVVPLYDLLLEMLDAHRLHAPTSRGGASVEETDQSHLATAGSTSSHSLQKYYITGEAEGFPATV
# Lung fibro prol: blocks proliferation of human lung fibroblasts; LL 47 human lung fibroblast viability, ATP luminescence; hits give low values; 1.1% of 85,000 active; AID 719; viability, % at 10 µM;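 active = viability at or below 50% in the single dose screen; inactive = viability above 50%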;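 also: compound exposure lasted 72 h before the ATP readout; 100% = median luminescence of untreated cell-only wells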
#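 Benchmarks: Cell-only wells, no compound | Test system: LL 47 human lung fibroblasts, passage 12 or lower | Input: 1,150 cells/well | Measured by: CellTiter-Glo luminescence measuring cellular ATP | Medium: IMEM, 15% FBS supplement | Schedule: Overnight attachment after seeding, then 72 h compound exposure at 37 °C | Doses: Compound addition at 0.1% DMSO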
# Mac1 fbg inh: blocks human CD11b/CD18 adhesion to fibrinogen. K562 CD11b/CD18 adhesion to fibrinogen, ATPlite luminescence; Mn2+ added to activate the integrin. inhibition, % at 10 µM. 0.54% of 93,000 active;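 active = primary inhibition of 50% or more at 10 µM, then 40% or more on retest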; also: some results filed as inactive read as strong as hits
# ERa coact pot: ER-alpha (human) coactivator binding potentiation; P03372; TR-FRET ERalpha-LBD/SRC-Cy5 coactivator binding, 2 h; 100 = basal binding, no effect; coactivator binding (% of control), % at 25.6 µM; 1.3% of 86,000 active; AID 639; in the data active = activity above about 200%;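 also: binding measured in presence of low estradiol as agonist stimulus; 0% = peptide alone without receptor and 100% = receptor with peptide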
# CYP2C19 act: activators of human cytochrome P450 2C19; P33261; recombinant CYP2C19, luciferin-H EGE luminescence; hits give high values; 0 = fully inhibited enzyme, 1 = untreated enzyme; activation factor at 5 µM; 96,000 tested, under 10 active; AID 1025;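 active = activation factor of at least 2 at 5 µM in the primary screen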;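 also: 0 = wells with 2.5 mM tranylcypromine and 1 = vehicle-only wells; values of inactives mirror those of a sister screen read the other way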
# H69AR inhibit: growth inhibitors of human H69AR lung tumor cells. H69AR lung tumor viability, ATP luminescence, 72 h; hits give low values. 6% of 85,000 active. viability, % at 10 µM;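 active = viability at or below 40%; inactive = viability above 40%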;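 also: multidrug resistant small cell line overexpressing MRP-1 efflux transporter; 100% = mean luminescence of untreated control wells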
# HUVEC inhibit: inhibitors of human endothelial cell proliferation. HUVEC proliferation, CellTiter-Glo luminescence, 72 h; hits give low values. 1.1% of 86,000 active. viability, % at 10 µM (by protocol);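 active = viability at or below 30%; inactive = viability above 30%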;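 also: 100% = median luminescence of DMSO-only cell control wells on each plate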
# Mac1 fbg enh: increases human CD11b/CD18 adhesion to fibrinogen; activation, % at 10 µM; K562 CD11b/CD18 adhesion to fibrinogen, ATPlite luminescence; 0.07% of 93,000 active; P05107+P11215;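 active = 10 µM primary screen giving 50% or more activity, confirmed by 40% or more on retest at that dose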; also: strong numbers were not always called active
# * = called active by the depositor; . = no result given; [ ] = another dose, or the depositor's remark.
Structure	CYP2C19 inh	ERa SRC1 inh	Lung fibro prol	Mac1 fbg inh	ERa coact pot	CYP2C19 act	H69AR inhibit	HUVEC inhibit	Mac1 fbg enh
COc1ccc(OCc2nn3c(-c4cccc(OC)c4)nnc3s2)cc1	50.9*	8.7	97.8	0.3	120.0	0.5	.	90.1	-1.1
CCCN(CCC)C(=O)CSc1nc2ccccc2c(=O)n1C1CCCC1	30.6	-25.6	91.1	-20.5	95.3	0.7	30.8*	103.2	-0.6
Cc1cc(=O)[nH]c2c(C)c(Cl)ccc12	-13.6	.	.	-12.0	.	1.1	.	.	-3.3
COc1cc(CN2CCN(CCOCCO)CC2)cc(OC)c1OC	2.2	-0.4	103.1	-4.6	107.2	1	99.9	92.8	0.2
CC(C)(C)C(C(Oc1ccc(Cl)cc1)n1cncn1)n1nnnc1C(c1cccc(Cl)c1)N1CCCCC1 (stereo not drawn)	.	27.9	96.5	.	106.2	.	12.2*	54.6	.
CCN(CCO)Cc1cc(=O)oc2c(C)c(C)ccc12	47.9	5.3	98.9	-0.2	109.8	0.5	84.4	91.7	1.6
Cc1cc(NC(=O)c2cccc3ccccc23)cc(C)c1OCC(=O)N1CCOCC1	35.5	-3.6	106.2	-8.4	87.6	0.6	85.2	92.0	68.7
COc1cc(S(=O)(=O)N2CCOCC2)ccc1F	33.1	-0.5	91.8	11.5	107.7	0.7	96.8	87.0	-1.3
CCOC(=O)C1=C(CN2c3ccccc3CC2C)NC(=O)NC1c1ccccc1 (stereo not drawn)	34.2	-1.4	82.8	-5.2	101.8	0.7	76.1	106.3	1.4
O=C1CSC2=NCN(c3ccc4c(c3)OCO4)CN12	8.3	3.9	99.2	0.3	123.8	0.9	74.8	93.6	5.6
COC(=O)c1ccc(-n2c(C)cc(/C=N/n3cnnc3)c2C)cc1	48.5	-9.7	98.8	-8.9	101.2	0.5	91.9	108.6	-4.0
CCSCCOC(=O)C1=C(C)NC(=O)NC1c1ccc2c(c1)OCO2 (stereo not drawn)	36.1	.	.	17.6	.	0.6	.	.	-3.7
Cc1c(NC(=O)c2ccc(N3C(=O)C4C5C=CC(C5)C4C3=O)cc2)c(=O)n(-c2ccccc2)n1C (stereo not drawn)	-1.8	5.3[fluorescence artefact?]	103.1	1.7	127.5	1	93.7	86.5	-4.7
CC1=C(C(=O)OCC(C)C)C(c2ccccc2Cl)NC(=O)N1C (stereo not drawn)	98.4*	.	.	29.1	.	0	.	.	-2.4
O=c1[nH]c(NCc2ccco2)nnc1Cc1ccccc1Cl	-0.9	1.7	77.3	-0.9	107.1	1	30.3*	48.4	1.6
CCn1c(C)c(C(C)=O)c(N2CCCC2)nc1=S	-9.7	-2.9	96.9	1.1	117.3	1.1	106.5	100.9	-1.1
Nc1c(C(=O)Nc2ccc3c(c2)OCCO3)nnn1CCc1ccccc1	57.3*	-0.5	41.1*	-2.2	138.2	0.4	37.2*	63.0	-1.1
COc1ccc(-n2c(SCC(=O)N3CCCC(C)C3)nnc2-c2cccnc2)cc1 (stereo not drawn)	24.3	4.1[fluorescence artefact?]	106.0	-2.4	133.2	0.8	92.7	95.8	1.3
O=C(CSc1nnc(Cn2c(=O)sc3ccccc32)n1-c1ccccc1)N1CCCC1	.	-9.4	93.2	.	116.9	.	94.1	94.0	.
COC(=O)C(C)N1C(=O)S/C(=C\c2cc(C)n(-c3ccccn3)c2C)C1=O (stereo not drawn)	24.0	-6.7	98.9	17.3	86.6[fluorescence artefact?]	0.8	83.1	123.3	-5.1
Cc1ccc(CNC(=O)CCc2nc(-c3cccs3)no2)cc1	69.9*	-4.3	102.5	-2.9	117.0	0.3	97.3	113.2	5.3
Cc1c(C(=O)NC(C)c2ccncc2)oc2ccccc12 (stereo not drawn)	82.4*	8.1	92.2	-15.1	106.7	0.2	84.0	87.4	-0.5
COc1ccccc1NCC(=O)N/N=C/c1cccnc1	-1.8	.	.	15.4	.	1	.	.	-5.3
O=C(CCN1C(=O)c2ccccc2C1=O)N1CCCCCC1	3.9	-7.8	99.4	-22.4	101.4	1	97.8	93.9	-4.4

# Structural class: the entries above with a furan ring, fused or not
Structure	CYP2C19 inh	ERa SRC1 inh	Lung fibro prol	Mac1 fbg inh	ERa coact pot	CYP2C19 act	H69AR inhibit	HUVEC inhibit	Mac1 fbg enh
O=c1[nH]c(NCc2ccco2)nnc1Cc1ccccc1Cl	-0.9	1.7	77.3	-0.9	107.1	1	30.3*	48.4	1.6
Cc1c(C(=O)NC(C)c2ccncc2)oc2ccccc12 (stereo not drawn)	82.4*	8.1	92.2	-15.1	106.7	0.2	84.0	87.4	-0.5

# (list continues)
Structure	CYP2C19 inh	ERa SRC1 inh	Lung fibro prol	Mac1 fbg inh	ERa coact pot	CYP2C19 act	H69AR inhibit	HUVEC inhibit	Mac1 fbg enh
CCn1nnnc1-c1ccc(OC)c(S(=O)(=O)Nc2ccc(OC)cc2)c1	13.0	-3.9	106.6	-4.7	121.7	0.9	98.2	105.3	3.6
Cc1ccc(C(c2sc3nc(C)nn3c2O)N2CCN(c3ccccc3)CC2)cc1 (stereo not drawn)	33.7	-4.7[fluorescence artefact?]	103.1	-12.3	109.6[fluorescence artefact?]	0.7	97.8	98.2	-3.6
CCc1nnc(SCC(=O)NC2CCCCC2)nc1CC	4.2	0.1[fluorescence artefact?]	96.9	41.6	103.7[fluorescence artefact?]	1	104.8	100.5	1.6
O=C(Nc1ccc(Cl)c(Cl)c1)N1CCSCC1	.	-11.6	92.5	.	101.8[fluorescence artefact?]	.	80.7	102.5	.
Cc1ccccc1N1OC2C(=O)N(c3ccc(F)cc3)C(=O)C2C1c1ccccn1 (stereo not drawn)	15.2	-2.1	100.8	2.4	102.4	0.8	95.7	97.7	2.7
CC1CC2=C(CC1/C=N/NC(N)=S)C(C)(C)CCC2 (stereo not drawn)	30.6	-0.5	87.5	-3.3	100.2	0.7	2.3*	60.5	-0.8
COC(=O)c1ccccc1NC(=O)c1sc(=S)n(C)c1N	18.5	70.4*[fluorescence artefact?]	92.8	2.3	19.4[fluorescence artefact?]	0.8	76.0	91.4	40.0
Cn1c(=O)c2c(nc(CN3CCN(C(=O)c4ccco4)CC3)n2CCc2ccccc2)n(C)c1=O	2.5	-3.3	104.1	3.7	105.1	1	78.1	105.5	1.3
COC(=O)CN(c1nc(C)c(Br)c(OC)n1)S(=O)(=O)c1ccc(C)cc1	89.8*	3.4	103.0	1.7	103.7	0.1	84.2	97.6	-1.7
Cc1cc2ccccn2c1C(=O)c1ccncc1	98.1*	0.4	99.8	-18.2	101.2	0	94.7	98.5	-2.5
COc1ccc(CNS(=O)(=O)c2ccc(S(=O)(=O)N3CCCCC3)cc2)cc1	21.6	-4.2	97.5	3.9	97.6	0.8	96.0	94.1	-4.8
O=C(NCc1ccccn1)Nc1ccc2c(c1)OCO2	35.1	-30.4	95.5	1.4	99.1	0.6	76.6	95.8	0.0
O=C(CSc1nnc(COc2cccc3ccccc23)o1)N1c2ccccc2CCc2ccccc21	22.1	3.4	94.1	-1.3	90.2	0.8	92.2	100.0	-7.3
CCn1c(SCc2nc(-c3ccc(Cl)cc3)no2)nnc1-c1ccco1	31.7	11.5	102.2	58.4*	102.2	0.7	95.7	102.2	-8.3
COc1ccc(S(=O)(=O)N(CC(=O)N2CCOCC2)Cc2ccccc2)cc1C	72.3*	-5.3	99.2	-1.7	91.1	0.3	91.3	97.7	1.9
COc1ccc(C2CC(c3cccc(Cl)c3)n3nc(N)nc3N2)cc1 (stereo not drawn)	11.7	9.2[fluorescence artefact?]	96.3	-20.9	106.2	0.9	106.6	91.0	2.7
COc1ccc(CNCC(O)(c2ccccc2)c2ccc(Cl)cc2)cc1 (stereo not drawn)	81.8*	.	.	15.5	.	0.2	.	.	-1.4
CCOC(=O)c1[nH]c2ccccc2c1NC(=O)CCN1CCN(C(=O)OCC)CC1	3.8	-5.2	94.1	0.6	115.5	1	76.8	105.9	-2.4
Cc1c(Cl)c(-c2n[nH]c(=S)n2-c2ccc(F)cc2)nn1C	-3.1	.	.	-4.4	.	1	.	.	-1.2
CCOc1ccc(CCNC(=O)c2nnc(Cc3ccc(F)cc3)o2)cc1OCC	.	-5.0	97.9	.	119.7	.	65.6	103.5	.
CCOc1cc(C2C(C(=O)OCC(C)C)=C(C)N=C3SCCC(=O)N32)ccc1OC(C)=O (stereo not drawn)	51.8*	1.7	97.5	3.5	107.5	0.5	90.5	93.5	-4.6
Cc1ccc(N(CC(=O)NC2CCCC2)C(=O)CCCC(=O)Nc2ccccn2)cc1C	55.6*	-4.7	99.0	-17.8	132.8	0.4	102.0	97.7	1.3
Cc1cc(C)c(C(N)=O)c(NCCc2ccccc2)n1	56.2*	-15.8	96.3	-14.3	111.7	0.4	108.7	109.0	-4.9
CCCCCCn1c(N2CCC(C(N)=O)CC2)nc2c1c(=O)n(C)c(=O)n2C	5.0	-5.5	92.3	6.4	104.5	0.9	55.0	83.2	-2.6
COC(=O)c1ccc(NC(=O)CSCc2ccccc2)cc1	25.8	-4.3	104.3	8.5	80.7[fluorescence artefact?]	0.7	110.5	97.9	1.7
CCn1c(NC(=O)c2ccc(C)cc2)c2ccccc2nc1=O	37.1	.	.	-27.1	.	0.6	.	.	-0.5
Cc1ccc(C2CC(=O)N(c3ccc(F)cc3)C3=C2C(=O)CCC3)cc1 (stereo not drawn)	16.8	-2.4	100.1	24.0	105.5	0.8	90.4	94.9	0.4
Cc1ccc(C)c(N2CCN(C(=O)CN(C)S(=O)(=O)c3cnc[nH]3)CC2)c1	92.0*	-11.7	100.0	18.6	108.4	0.1	93.4	101.1	-0.7
COC(=O)Nc1nnc(CCc2ccccc2)s1	15.5	-5.5	99.6	-38.3	100.8	0.8	101.8	91.9	-2.0
O=C(CN(c1ccccc1)S(=O)(=O)c1ccc(F)cc1)N1CCCCCC1	10.0	16.2	97.3	-2.7	94.0	0.9	99.0	104.7	-3.4
C=CCSc1nc(N)c(C#N)c(-c2ccc(C)cc2)c1C#N	43.3	.	.	-20.5	.	0.6	.	.	6.4
COc1ccc(NC(=O)CSc2nc(N)c(C(=O)Nc3ccc(N(C)C)cc3)s2)cc1	-5.5	22.7	83.3	0.2	47.0	1.1	71.8	94.5	20.3
COc1ccc(S(=O)(=O)N2CCOCC2)cc1C(=O)Nc1nc2ccccc2s1	0.4	20.9	97.0	-21.9	205.7*[fluorescence artefact?]	1	89.0	44.9	1.7
Cc1ccc(C(=O)Nc2ccccc2C(=O)NC(CC(=O)O)C(=O)O)cc1 (stereo not drawn)	-9.3	-7.2	98.8	1.6	101.1[fluorescence artefact?]	1.1	88.3	104.0	-5.2
Cc1n[nH]c(C)c1S(=O)(=O)N(CC(=O)Nc1ccc2c(c1)OCCO2)c1ccc(C(C)C)cc1	43.7	41.5	87.2	7.8	83.5	0.6	73.1	77.8	-1.0

# Single values from the entries so far.
# `Cc1ccc(C(=O)Nc2ccccc2C(=O)NC(CC(=O)O)C(=O)O)cc1` (stereo not drawn) in Lung fibro prol is entered as 98.8
# `COc1ccc(NC(=O)CSc2nc(N)c(C(=O)Nc3ccc(N(C)C)cc3)s2)cc1` in ERa coact pot is entered as 47.0
# `CCn1c(NC(=O)c2ccc(C)cc2)c2ccccc2nc1=O` in CYP2C19 act is entered as 0.6
# `COC(=O)Nc1nnc(CCc2ccccc2)s1` in CYP2C19 act is entered as 0.8

# Assay outcomes: PubChem, several laboratories
